CHT allo act = allosteric activators of human choline transporter CHT; Q9GZV3; CHT-expressing cells, membrane potential dye, choline EC20; hits give high values; LV-AA mutant CHT in HEK293 cells; B-score at 10 µM; 310,000 compounds, 0.49% hits; AID 488977;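 active = initial fluorescence not abnormally high and integrated response B-score, plate-corrected, over 3 SD above library mean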
Target sequence (Q9GZV3 whole entry, looked up): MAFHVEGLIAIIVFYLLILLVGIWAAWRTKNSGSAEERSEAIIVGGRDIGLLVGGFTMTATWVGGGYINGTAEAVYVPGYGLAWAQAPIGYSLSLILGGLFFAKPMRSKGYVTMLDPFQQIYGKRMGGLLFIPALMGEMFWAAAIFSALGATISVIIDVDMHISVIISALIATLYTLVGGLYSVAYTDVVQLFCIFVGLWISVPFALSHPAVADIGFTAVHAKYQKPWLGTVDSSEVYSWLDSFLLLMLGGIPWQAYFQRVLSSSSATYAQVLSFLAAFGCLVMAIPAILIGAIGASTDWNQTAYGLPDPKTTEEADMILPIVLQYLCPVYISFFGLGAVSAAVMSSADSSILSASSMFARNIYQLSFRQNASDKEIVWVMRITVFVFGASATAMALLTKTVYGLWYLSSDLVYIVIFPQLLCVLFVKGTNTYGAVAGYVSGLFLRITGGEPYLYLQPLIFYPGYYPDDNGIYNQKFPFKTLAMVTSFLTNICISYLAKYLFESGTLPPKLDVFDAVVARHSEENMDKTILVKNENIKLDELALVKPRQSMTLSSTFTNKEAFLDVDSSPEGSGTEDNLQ
OX1R antag = human HCRTR1 antagonism. O43613. CHO/OX1R cells, Fluo-8 calcium fluorescence, orexin A. inhibition, % at 5 µM. 330,000 compounds, 0.43% hits;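 active = inhibition above its plate's threshold, mean inhibition of all tested compounds on the plate plus 3 SD, cut at about 37% in these data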;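 note: 0% = orexin A challenge wells and 100% = SB-334867-A antagonist wells; not every result past the cut was called active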
Target sequence (O43613 whole entry, looked up): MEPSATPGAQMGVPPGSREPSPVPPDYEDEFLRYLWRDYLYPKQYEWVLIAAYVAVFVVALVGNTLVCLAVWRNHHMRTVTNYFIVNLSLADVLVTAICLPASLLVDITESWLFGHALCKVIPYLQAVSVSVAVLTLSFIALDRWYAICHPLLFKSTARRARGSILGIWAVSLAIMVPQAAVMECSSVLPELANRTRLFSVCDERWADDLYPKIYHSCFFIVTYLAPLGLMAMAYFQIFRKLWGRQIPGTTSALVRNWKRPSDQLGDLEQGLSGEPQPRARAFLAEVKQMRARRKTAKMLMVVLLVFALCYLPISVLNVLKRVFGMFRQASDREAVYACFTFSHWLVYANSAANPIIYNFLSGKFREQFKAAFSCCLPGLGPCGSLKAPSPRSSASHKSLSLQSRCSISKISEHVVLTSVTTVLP
An asterisk follows results filed as active; i = inactive; · = not tested or not shown.

Compound	CHT allo act	OX1R antag
CCCSc1cc(N2CCCC2)nc(-c2ccccc2)n1	i	-1
CC1(C)CC(=O)C(Sc2ccccc2[N+](=O)[O-])=C(O)C1	i	-8
Cc1ccc(NC(=O)c2ccccc2NS(=O)(=O)c2ccc(Cl)s2)cc1	i	15
CC1OC(OCC2OC(Oc3c(-c4ccc(O)cc4)oc4cc(O)cc(O)c4c3=O)C(O)C(O)C2O)C(O)C(O)C1O (centres undefined)	i	-2
COC(=O)c1ccc(OCC(O)CN2CCc3cc(OC)c(OC)cc3C2c2ccccc2)cc1 (centres undefined)	i	-26
O=C(CCC(=O)c1cccs1)NCCc1ccc(F)cc1	i	-14
CCCCCCC[C@H](N)[C@H](O)C(=O)N(C)[C@@H](CCS(C)=O)C(=O)N[C@@H](Cc1ccc(O)cc1)C(=O)N[C@@H](Cc1ccc(O)cc1)C(=O)O (some centres undefined)	i	9
CC(C)(C)C1CCc2c(sc(NC(=O)c3cc(C4CC4)on3)c2C#N)C1 (centres undefined)	i	-21
O=C(CNC(=O)/C(=C/c1ccccc1)NC(=O)c1ccc(Br)cc1)OCc1ccccc1	i	-19
C=CCn1c(SCc2ccc(C#N)cc2)nnc1-c1cccc(Cl)c1	i	-8
Cc1ccc(-c2nn(-c3ccccc3)cc2/C=N/NC(=O)c2ccncc2)o1	i	-15
Cc1ccc(NC(=S)NNC(=S)Nc2ccc(C)cc2C)cc1	i	-22
CCOC(=O)CC(=O)CSc1ncnc2c1nnn2-c1ccccc1	i	-8
CC(=O)Nc1ccc(NC(=O)CSC2=NS(=O)(=O)c3cc(F)ccc3N2)cc1	i	-4
COc1ccc(-c2noc(CCCc3ccccc3)n2)cc1OC	i	-34
O=C(COC(=O)Cn1cnc2ccccc21)Nc1cc2c(cc1Cl)C(=O)c1ccccc1C2=O	i	0
Cc1cc(N)nc2nc(C(F)(F)F)nn12	i	6
CC(C)(Oc1ccc(Cl)cc1)C(=O)NCC1CCCO1 (centres undefined)	i	-20
CCOC(=O)CSc1ncc(-c2ccccc2)nn1	i	-11
Cc1cc(C)cc(SCc2noc(C(=O)NCc3ccccc3)c2C(=O)NCc2ccccc2)c1	i	1
Cc1cc(NC(=O)CSc2nnc(C3COc4ccccc4O3)n2N)no1 (centres undefined)	i	-17
Cc1ccc2sc(N(CCN(C)C)C(=O)c3ccc4ccccc4c3)nc2c1C	i	-24
COc1cc(/C=N/N2C(=O)c3ccccc3C2=O)ccc1O	i	-6
O=C(O)CC1C(=O)NCCN1Cc1ccc(F)c(F)c1 (centres undefined)	i	-7
Cc1cc2c(cc1S(=O)(=O)NCc1ccccc1)OCC(=O)N2	i	-13
O=C(NCC(c1cccs1)N1CCOCC1)c1ccccc1NS(=O)(=O)c1ccc(Cl)c([N+](=O)[O-])c1 (centres undefined)	i	-6
COc1ccc(-n2nnc3c(=O)n(CC(=O)N4CCC(Cc5ccccc5)CC4)cnc32)cc1	i	-11
O=c1c(F)cn(C2CCCO2)c(=O)n1Cc1c(F)cccc1Cl (centres undefined)	i	-18
CCOc1ccc(NCC(=O)c2ccc(C)cc2)cc1	i	-19
CCC(=O)n1nc(-c2ccccc2)nc1N	i	0
O=C(c1ccc(N2CCCCCC2)c([N+](=O)[O-])c1)N1CCc2ccccc21	i	-11
Cc1ccc(S(C)(=O)=O)cc1C(=O)N1CC(C(N)=O)Oc2ccccc21 (centres undefined)	i	-11
Cn1ccnc1-c1nnn(-c2ccc(Cl)c(Cl)c2)n1	i	0
COC(=O)Cc1c(C)c2ccc(OCc3nn[nH]n3)c(C)c2oc1=O	i	-15
O=C(COC(=O)C1CC1)Nc1ccc([N+](=O)[O-])cc1C(F)(F)F	·	4
CC(C)(C)NC(=O)CC1C[C@H](C(=O)N2CCCCC2)[C@@]2(CCc3ccccc3)c3[nH]c4ccccc4c3CCN2C1=O (some centres undefined)	·	-22
COc1cccc(C(C(=O)NC2CCCCC2)N(C(=O)c2ccccn2)c2cccnc2)c1 (centres undefined)	i	-17
CC1(C)Cc2c(sc3nc(-c4cccs4)n(N)c(=O)c23)CO1	i	4
C=CCN1C(=O)CN=C1NCc1ccccc1	i	-11
COc1ccc(CCNC(=O)C2CCN(S(=O)(=O)c3ccc4c(c3)oc(=O)n4C)CC2)cc1OC	i	-6
COc1ccc(CCC(=O)NCCS(=O)(=O)N2CCN(c3ccccc3OC)CC2)cc1	i	-30
COc1ccc(S(=O)(=O)N2CCN(CC(=O)Nc3c(C)n[nH]c3C)CC2)cc1OC	·	2
CCN(CC)c1ccc(C(=O)n2cnc3ccccc32)cc1	i	-5
CCN(C(=O)COC(=O)CNC(=O)c1ccccc1C)C1=CCCCC1	·	-2
CCCCCOc1ccc(NC(=O)C2OC3OC(C)(C)OC3C3OC(C)(C)OC23)cc1 (centres undefined)	i	-10
COCCNC(=O)c1cccc(OC2CCN(Cc3ccc(F)c(OC)c3)CC2)c1	i	-28
CN(C)/C=N/c1c(C#N)cnn1-c1ccccc1	i	-1
CC(CC(=O)NC1CCCCC1)S(=O)(=O)c1ccc2c(c1)NC(=O)CO2 (centres undefined)	i	-11
CC(=O)Oc1ccccc1C(=O)NC(C)CCc1ccccc1 (centres undefined)	i	-24
COc1cc2c(cc1OC)C(c1ccccc1)N(C(=O)CCl)CC2 (centres undefined)	i	-13
O=C(/C=C/c1ccccc1[N+](=O)[O-])N1CCN(c2ccc(F)cc2)CC1	i	-7
CCN(CC)C(=O)c1cc2sc3ccccc3c2s1	i	-17
CCOC(=O)C1=C(C)SC2=NS(=O)(=O)CCN21	i	-11
O=C(O)CSc1c2c(nc3cc(C(=O)Nc4cccc(C(F)(F)F)c4)ccc13)CCCC2	i	-7
CN1CCN(C(=O)c2cc3c(=O)n4ccccc4nc3s2)CC1	i	-37
Cc1ccc2c(c1)sc(=NC(=O)c1cccs1)n2C	i	-48
O=C(Nc1ccc(S(=O)(=O)N2CCOCC2)cc1)C1CCN(S(=O)(=O)c2ccc(F)cc2)CC1	i	-3
COc1ccc(/C=N/OCC(=O)NCC(C)C)c(OC)c1	i	-6
CCCN(CC1CC1)C(=O)COC(=O)c1[nH]c(C)c(C(=O)OCC)c1C	i	-24
COc1ccc(NC2SC(=O)N(C)C2=O)cc1 (centres undefined)	i	3

New compounds follow
Values run as follows: CHT allo act | OX1R antag
- CC1(C(=O)NCC2CC2)C=CC2(CCCCC2)N1C(=O)c1ccccc1 (centres undefined)
→ i | -16
- COc1ccc(N=Cc2cc(Cl)ccc2O)cc1Cl
→ i | -7
- O=C(NCc1cccs1)C1CCC(CNS(=O)(=O)c2ccc(Br)s2)CC1 (centres undefined)
→ i | -9
- Cc1ccc2nc(SCC(=O)Nc3cccc(S(N)(=O)=O)c3)[nH]c2c1
→ i | -3
- CCOC(=O)c1ccc(S(=O)(=O)N2CCN(C3CCCC3)CC2)cc1
→ i | -13
- Cc1cccc(N=C2NN=C(c3c(C)[nH]c4ccccc34)CS2)c1
→ i | -11
- Oc1ccccc1N1CCN(c2ncnc3scc(-c4ccc(F)cc4)c23)CC1
→ i | -44
- CC(=O)Oc1cccc(C(=O)Nc2ccc3c(c2)C(=O)N(CC2CCCO2)C3=O)c1 (centres undefined)
→ i | ·
- Cc1cc(N2CCCC2)nc(-c2ccccc2O)n1
→ i | -18
- Cc1ccccc1C(=O)N1CCC(C(=O)Nc2sccc2C(N)=O)CC1
→ · | -13
- Cc1ccc(C(=O)Nc2ccc(Cl)cn2)cc1
→ i | -11
- COc1ccc(CNC(=O)c2ccc(Cl)c(NC3=NC4CS(=O)(=O)CC4S3)c2)cc1 (centres undefined)
→ i | -7
- COC(=O)CCN(C1CCCCC1)S(=O)(=O)c1ccc(S(=O)(=O)N2CCCCC2)cc1
→ i | -3
- CCOC(=O)CN1CC23C=CC(O2)C(C(=O)NCc2ccc(C)cc2)C3C1=O (centres undefined)
→ i | -16
- CCOc1ccc(NC(=S)N2CCC(NC(=O)C3CCCCC3)CC2)cc1
→ i | -6
- Clc1cccc(Cl)c1CNC1CCCC1
→ i | 1
- COc1ccc(/C(C)=N\NS(C)(=O)=O)c(OC)c1
→ i | 1
- CC(C)[C@H](NC(=O)N1CCn2c1nc1ccccc12)C(=O)NC1CC1
→ i | 2
- O=C(Nc1cccc2cccnc12)c1cccc2ccccc12
→ i | -27
- Cc1cccc(-c2oc(C)c(C)[n+]2[O-])c1
→ i | -8
- CC(C)(C)C(=O)OCc1nc(-c2ccc(F)cc2)cs1
→ i | -13
- COc1ccccc1CN(C)C(=O)c1cnc(C)cn1
→ i | -14
- Cc1cc(SCc2ccccc2Cl)nc(=O)[nH]1
→ i | -10
- COc1ccc(N2CCN(C(=O)C(CCSC)N=C3NS(=O)(=O)c4ccccc43)CC2)cc1 (centres undefined)
→ i | -8
- O=C(N/N=C/c1ccncc1)c1cc([N+](=O)[O-])cc([N+](=O)[O-])c1
→ i | -20
- CCCc1cc(=O)oc2cc(C)cc(OCC(=O)Nc3ccc(S(N)(=O)=O)cc3)c12
→ i | -14
- CC(=O)Nc1cccc(/C(C)=N/NC(=O)c2ccc(NS(=O)(=O)c3cccs3)cc2)c1
→ i | -4
- CCOC(=O)c1ccc(S(=O)(=O)N2CCC(C(=O)OCC)CC2)cc1
→ i | -12
- O=C1C2CCCCN2C(=O)N1CCCN1CCN(c2ccc(F)cc2)CC1 (centres undefined)
→ i | -21
- Cc1onc(-c2ccccc2Cl)c1C(=O)NNC(=O)c1ccc(F)cc1
→ i | -12
- O=C(OCc1cn(Cc2ccccc2)nn1)c1ccccc1
→ i | -14
- CNC(=O)c1cc(S(=O)(=O)Nc2ccc3c(c2)OCCO3)ccc1C
→ i | -10
- C=CCN1C=C2C(=O)C(C)(OC(=O)c3ccc(OC)cc3)C(=O)C(c3ccco3)=C2C=C1CCCC (centres undefined)
→ i | 7
- O=C1C(CCCNC(=S)NCc2ccccc2)NC(=S)N1Cc1ccccc1 (centres undefined)
→ i | -4
- O=C(NC(=S)NCCC1=CCCCC1)c1cccnc1
→ i | -11
- Cc1c(Cl)c([N+](=O)[O-])nn1CC(=O)NC1CCCCC1
→ i | -14
- COc1ccc(NC(=O)C2CCN(S(=O)(=O)c3ccc4c(c3)CC(C)N4C(C)=O)CC2)cc1OC (centres undefined)
→ i | -28
- O=C(NCc1cccs1)C1CCCN(S(=O)(=O)c2cccs2)C1 (centres undefined)
→ i | -21
- CCOc1cc(C(=O)Nc2ccc(S(=O)(=O)Nc3onc(C)c3C)cc2)cc(OCC)c1OCC
→ · | -2
- Cc1[nH]c2c(C(=O)N3CCCC(CCC(=O)NCc4ccccc4F)C3)cccc2c1C (centres undefined)
→ i | -39
- O=C(c1cccnc1)N1CCCC(Nc2ccc(F)cc2)C1 (centres undefined)
→ i | -8
- O=C1CC(C(=O)Nc2ccccc2)N=C(N2CCCCC2)N1 (centres undefined)
→ i | -3
- CC(=O)Nc1ccc(Sc2ccccc2C(=O)N2CCCC2)cn1
→ i | -4
- CCOC(=O)c1sc(NC(=O)c2ccc(Br)o2)cc1C
→ i | -26
- O=C(COc1ccc(Cl)cc1)Nc1nnc(-c2ccco2)o1
→ i | -15
- CC1(C)CC2(CC(C)(C)NC(=O)N2)NC(=O)N1
→ i | -9
- NC(=O)c1cc(S(=O)(=O)NCc2cccs2)cs1
→ i | -10
- O=C(NCCNC(=O)c1cccnc1)c1ccc(Br)cc1
→ i | -2
- COc1ccc(OC)c(C(O)CNC(=O)CN)c1 (centres undefined)
→ i | -19
- O=C(NCCCN1CCOCC1)c1ccc(Cl)c(S(=O)(=O)N2CCCCCC2)c1
→ i | -14
- COc1ccccc1N(CC(O)COc1ccc(C)cc1)S(=O)(=O)c1ccccc1 (centres undefined)
→ i | 16
- Nc1ccn(CC(=O)NCCc2ccccn2)c(=O)n1
→ · | -8
- CC1=CC(C)(C)Nc2ccc(OS(=O)(=O)c3ccc(C)cc3)cc21
→ i | 10

Compounds above containing a thiophene ring, fused or not (15):
Values run as follows: CHT allo act | OX1R antag
- Cc1ccc(NC(=O)c2ccccc2NS(=O)(=O)c2ccc(Cl)s2)cc1
→ i | 15
- O=C(CCC(=O)c1cccs1)NCCc1ccc(F)cc1
→ i | -14
- CC(C)(C)C1CCc2c(sc(NC(=O)c3cc(C4CC4)on3)c2C#N)C1 (centres undefined)
→ i | -21
- O=C(NCC(c1cccs1)N1CCOCC1)c1ccccc1NS(=O)(=O)c1ccc(Cl)c([N+](=O)[O-])c1 (centres undefined)
→ i | -6
- CC1(C)Cc2c(sc3nc(-c4cccs4)n(N)c(=O)c23)CO1
→ i | 4
- CCN(CC)C(=O)c1cc2sc3ccccc3c2s1
→ i | -17
- CN1CCN(C(=O)c2cc3c(=O)n4ccccc4nc3s2)CC1
→ i | -37
- Cc1ccc2c(c1)sc(=NC(=O)c1cccs1)n2C
→ i | -48
- O=C(NCc1cccs1)C1CCC(CNS(=O)(=O)c2ccc(Br)s2)CC1 (centres undefined)
→ i | -9
- Oc1ccccc1N1CCN(c2ncnc3scc(-c4ccc(F)cc4)c23)CC1
→ i | -44
- Cc1ccccc1C(=O)N1CCC(C(=O)Nc2sccc2C(N)=O)CC1
→ · | -13
- CC(=O)Nc1cccc(/C(C)=N/NC(=O)c2ccc(NS(=O)(=O)c3cccs3)cc2)c1
→ i | -4
- O=C(NCc1cccs1)C1CCCN(S(=O)(=O)c2cccs2)C1 (centres undefined)
→ i | -21
- CCOC(=O)c1sc(NC(=O)c2ccc(Br)o2)cc1C
→ i | -26
- NC(=O)c1cc(S(=O)(=O)NCc2cccs2)cs1
→ i | -10
